# Bioassay records (PubChem BioAssay)
# PDI turbidity = inhibitors of human PDI, primary screen, biochemical, turbidity, single point, plate reader; inhibition, % at 10 µM; 350,000 compounds, 0.052% hits; Protein disulfide-isomerase (Homo sapiens), P07237; AID 588391, 2011; PDI insulin aggregation turbidity, A650, 90 min;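 active = mean inhibition across replicates of 30% or more, whatever share of single replicates reach that level; inconclusive = mean inhibition below 30% while every single replicate reaches 30%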;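 also: absorbance from insulin aggregation driven by PDI reduction with DTT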
# Target sequence (P07237 whole entry, looked up): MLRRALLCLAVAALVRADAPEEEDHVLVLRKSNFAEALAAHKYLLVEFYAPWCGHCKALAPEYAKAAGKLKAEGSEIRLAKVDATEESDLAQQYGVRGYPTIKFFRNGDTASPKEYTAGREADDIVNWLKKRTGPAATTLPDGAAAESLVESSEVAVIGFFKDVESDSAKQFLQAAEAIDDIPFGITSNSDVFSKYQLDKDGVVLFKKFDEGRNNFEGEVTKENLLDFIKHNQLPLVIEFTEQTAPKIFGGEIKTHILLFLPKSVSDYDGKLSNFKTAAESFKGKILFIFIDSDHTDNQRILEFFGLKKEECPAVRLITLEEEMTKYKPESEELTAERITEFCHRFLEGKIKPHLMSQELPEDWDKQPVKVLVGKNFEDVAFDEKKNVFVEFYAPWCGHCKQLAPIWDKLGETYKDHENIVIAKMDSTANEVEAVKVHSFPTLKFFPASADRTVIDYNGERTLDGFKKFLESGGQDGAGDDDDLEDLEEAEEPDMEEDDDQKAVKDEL
# KKLEB cytotox = cytotoxicity in KKLEB CF airway cells, primary screen, cytotoxicity control for CF NF-kB inhibitor project, cell-based, uHTS, fluorescence assay plates; KKLEB CF airway cells viability, ATPlite luminescence, overnight; stronger effect = lower value; cells stimulated with P. aeruginosa culture filtrate; activity change (cytotoxicity), % at 5 µM; 360,000 compounds, 0.36% hits; AID 602141, 2011;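 active = corrected activity change at or below -50% at 5 µM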
# Shn3 3UTR inh = reduction of Shn3 3'UTR firefly luciferase signal, primary screen, Schnurri-3 inhibitor project, cell-based, Clone20 osteoblasts, set 2. inhibition, % at 12.5 µM. 360,000 compounds, 0.52% hits. Clone20 osteoblast Shn3 3'UTR firefly luciferase, 24 h. AID 588674, 2011;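 active = mean inhibition of at least 75% with every replicate also reaching 75%; inconclusive = mean inhibition at least 75% but some replicate below; inactive = mean inhibition below 75%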;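 also: 0% = median of neutral control wells and 100% = pilot-screen positive control compound; some compounds past the cut are filed as inactive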
# Peg3 promoter = Peg3 promoter-driven luciferase inhibitors, primary screen, cell-based, HeLa, luciferase luminescence. HeLa PEG-Prom luciferase reporter, overnight. inhibition, % at 20 µM. 360,000 compounds, 1.7% hits. AID 588405, 2011;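 active = inhibition of at least 50% at 20 µM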
# NR2E3 ag-1 = inhibitors of NR2E3-RetCOR corepressor binding, primary screen, NR2E3 agonist project, biochemical, TR-FRET, GST-NR2E3, biotin-RetCOR; Photoreceptor-specific nuclear receptor (Homo sapiens), Q9Y5X4; 1536-well; inhibition of corepressor binding, % at 4.78 µM; 320,000 compounds, 0.12% hits; AID 2300, 2010;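 active = percent inhibition above the cutoff of mean plus 3 SD of all tested compounds, set per screening campaign, cut at about 20% in these data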;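 also: 0% = DMSO wells and 100% = biotin wells as full block of FRET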
# Target sequence (Q9Y5X4 whole entry, looked up): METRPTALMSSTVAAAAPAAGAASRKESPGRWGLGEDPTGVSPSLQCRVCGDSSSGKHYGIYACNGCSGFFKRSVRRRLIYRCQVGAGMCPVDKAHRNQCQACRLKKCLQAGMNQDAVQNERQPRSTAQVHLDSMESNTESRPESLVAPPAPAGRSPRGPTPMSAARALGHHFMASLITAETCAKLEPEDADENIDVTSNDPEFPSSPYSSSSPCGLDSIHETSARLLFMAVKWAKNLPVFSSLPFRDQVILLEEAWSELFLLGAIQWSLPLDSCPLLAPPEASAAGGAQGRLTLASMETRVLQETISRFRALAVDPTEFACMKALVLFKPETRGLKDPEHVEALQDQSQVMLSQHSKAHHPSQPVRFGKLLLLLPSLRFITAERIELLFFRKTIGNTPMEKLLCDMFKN
#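 System: GST-tagged NR2E3 plus biotinylated RetCOR corepressor; Amount: 1.35 nM GST-tagged NR2E3 final; Dosing: single nominal compound dose of 4.8 µM; Schedule: 5 h incubation at 4 °C; Technique: TR-FRET with europium anti-GST and streptavidin-D2, 340 nm excitation; Controls: biotin wells as high control, 0.6% DMSO wells as low control.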
# NR2E3 ag-2 = NR2E3 agonists in two-hybrid cells, primary screen, cell-based, luminescence, CHO-S, Gal4-NCOR/VP16-NR2E3 | inhibition of corepressor binding, % at 3.98 µM | 360,000 compounds, 0.35% hits | AID 602229, 2012 | luciferase;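 active = inhibition above the mean of all tested compounds plus 3 SD, cut at about 70% in these data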;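 also: 0% = DMSO with NR2E3 transfected cells and 100% = cells lacking NR2E3 construct; higher means lower luciferase signal from less NR2E3 corepressor binding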
# TRPM1 prom inh = inhibitors of MITF-dependent TRPM1 promoter reporter, primary screen, cell-based, SK-MEL-5, single point, luciferase | SK-MEL-5 TRPM1 promoter luciferase, 24 h | inhibition, % at 12.5 µM | 330,000 compounds, 0.83% hits;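 active = mean inhibition across replicates of 60% or more, whatever share of single replicates reaches that level; inconclusive = some that reach 60%, reason not given; inactive = mean inhibition across replicates below 60%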; also: values of inactives mirror those of a sister screen read the other way
# HIF-2a inh = HIF-2a reporter inhibitors, primary screen, luminescence, 786-0 RCC cells; 786-0 RCC cells HIF-2a reporter, luciferase luminescence, overnight; inhibition, % at 18.8 µM; 360,000 compounds, 0.72% hits; AID 624352, 2012;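 active = inhibition of the luminescence signal of 40% or more relative to plate controls, in a single-dose primary screen at 18.75 µM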
# CF NFkB inh = inhibitors of PAF-induced NF-kB signaling, primary screen, cell-based, GFP fluorescence, uHTS. 360,000 compounds, 0.86% hits. KKLEB NF-kB-GFP reporter, GFP fluorescence overnight. inhibition, % at 5 µM;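 active = at least 50% inhibition at 5 µM, scaled per plate between neutral and stimulator controls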;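 also: PAF is a Pseudomonas aeruginosa culture filtrate used as stimulus; plate controls were PAF-stimulated DMSO wells for no effect and unstimulated DMSO wells for full effect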
# CaV13 ICDI inh = Primary screen for inhibitors of IQ motif and Ca2+-dependent inactivation inhibitor domain binding in CACNA1D, Förster resonance energy transfer in living cells, …; 340,000 compounds, 0.098% hits; HEK cells, CFP/YFP FRET ICDI-IQ, plate reader, 10 min; percent FRET-ratio fall versus neutral wells; inhibition, % at 12.3 µM;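 active = mean replicate inhibition of at least 30% and at least 1% of replicates passing that level; inconclusive = only one of the two criteria is met; inactive = neither criterion is met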;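 also: 0% = median of the neutral control wells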
# Vif imaging = HIV Vif self-association inhibitors, primary screen, imaging, HEK293T, single point | 340,000 compounds, 0.35% hits | HEK293T cells, Vif self-association by quenched fluorescence, 24 h | inhibition, % at 7.49 µM; in the data active = inhibition above about 50%, passing the limit was not always enough; inconclusive = no clear call, values can overlap the other calls; inactive = below about 31%; also: some results filed as inactive read as strong as hits
# An asterisk follows results filed as active; ? = inconclusive; . = no result given.
# Codes: A = PDI turbidity; B = KKLEB cytotox; C = Shn3 3UTR inh; D = Peg3 promoter; E = NR2E3 ag-1; F = NR2E3 ag-2; G = TRPM1 prom inh; H = HIF-2a inh; I = CF NFkB inh; J = CaV13 ICDI inh; K = Vif imaging
CCOc1ccccc1NC(=O)CSc1nncc2ccccc12
  A: -9; B: 0; C: 5; D: 27; E: 4; F: 1; G: 10; H: 6; I: 15; J: -3; K: 1
Cc1ccc(C)c(S(=O)(=O)N(C)c2ccc(OC(=O)CN3C(=O)NC4(CCCC4)C3=O)cc2)c1
  A: 2; B: -8; C: 14; D: 14; E: .; F: -24; G: 9; H: 5; I: -5; J: -5; K: 11
Cc1ccc(NC(=O)CSc2nnc(CNC(=O)c3ccccc3F)o2)cc1
  A: -15; B: 14; C: 11; D: 1; E: 0; F: 5; G: -4; H: 14; I: -6; J: 3; K: -25
ClC1(Cl)CC1Cn1c(C2CC2)nc2ccccc21 (stereo not drawn)
  A: 5; B: 0; C: 14; D: 12; E: -2; F: -6; G: -9; H: 8; I: -3; J: -4; K: -5
Cc1ccccc1Nc1nc2ccccc2n1C(C)C
  A: 0; B: -14; C: -5; D: 9; E: 1; F: -5; G: -5; H: 20; I: 10; J: -3; K: 13
O=C(O)c1ccccc1N1C(=O)C2C3CCC(C3)C2C1=O (stereo not drawn)
  A: 0; B: -4; C: 15; D: -3; E: 4; F: -37; G: 3; H: 8; I: -3; J: -3; K: 1
Nc1ccccc1C(=O)NCc1ccco1
  A: 6; B: 2; C: -3; D: -3; E: .; F: -12; G: -14; H: 3; I: 4; J: 11; K: -5
CC(C)(C)SCCNC(=O)CSCc1ccc([N+](=O)[O-])cc1
  A: -1; B: -1; C: -1; D: 13; E: -1; F: 0; G: -4; H: 13; I: 3; J: -2; K: 14
O=C(NNc1c(Cl)cc(Cl)cc1Cl)c1n[nH]c(=O)c2ccccc12
  A: -1; B: 7; C: 33; D: 0; E: -3; F: -13; G: -10; H: 5; I: 10; J: -1; K: 3
COc1cccc(NC(=O)c2ncn[nH]2)c1
  A: 0; B: -3; C: -2; D: -10; E: -2; F: 1; G: 2; H: -7; I: 1; J: -5; K: -2
O=C(NCCN1CCc2ccccc2C1)C1CCN(S(=O)(=O)N2CCC3(CC2)OCCO3)CC1
  A: -3; B: 1; C: 23; D: -6; E: 6; F: -18; G: 5; H: -2; I: 2; J: -9; K: 1
Cn1cccc1/C=C1\SC(=Nc2ccc(O)cc2)NC1=O
  A: 9; B: 1; C: -73; D: -224; E: -5; F: -26; G: 10; H: -224; I: 25; J: -2; K: -21
COc1ccccc1C(=O)NNC(=O)c1ccc(NC(=O)CC(C)C)cc1
  A: 3; B: 8; C: 3; D: 4; E: 2; F: 1; G: 21; H: 10; I: 0; J: -7; K: 15
CSc1nc(N(C)NC(=O)c2ccc(Cl)cc2)c2ccccc2n1
  A: -15; B: -26; C: 4; D: 8; E: 4; F: 11; G: 48; H: 33; I: 41; J: .; K: 6
O=C1NC(=O)c2cc(Oc3ccc([N+](=O)[O-])cc3)ccc21
  A: 14; B: 4; C: 3; D: 8; E: 5; F: -2; G: 9; H: 20; I: 5; J: -4; K: 0
NC(=O)c1ccc(NC(=O)CNC(=O)c2sc3ccccc3c2Cl)cc1
  A: 9; B: 10; C: -2; D: 17; E: -91; F: 22; G: -14; H: 3; I: -16; J: -3; K: 29
COc1ccc(CCNC(=O)Cc2ccsc2)cc1
  A: 2; B: -7; C: 4; D: 1; E: -2; F: -12; G: 3; H: -4; I: 20; J: -7; K: -8
CCOC(=O)c1c(C)[nH]c(C)c1S(=O)(=O)NCCCN1CCOCC1
  A: 7; B: 7; C: -13; D: 0; E: 5; F: -38; G: -2; H: 8; I: -2; J: -3; K: 2
Cc1ccc(NC(=O)c2ocnc2C)cc1Cl
  A: -2; B: -4; C: -62; D: -240; E: -4; F: -60; G: -52; H: -153; I: 3; J: -8; K: -9
FC(F)(F)c1cc(N2CCNCC2)c2ccccc2n1
  A: 0; B: -10; C: 19; D: 8; E: -2; F: -22; G: 6; H: 20; I: 10; J: -13; K: 7
COc1ccccc1NC(=O)CSc1nc2ncccc2[nH]1
  A: 3; B: -9; C: 2; D: 4; E: 1; F: 11; G: 10; H: -6; I: 7; J: -9; K: 4
O=C(CSc1nnnn1Cc1ccccc1)c1ccc(F)cc1
  A: 3; B: 0; C: -1; D: -59; E: 3; F: -53; G: -5; H: -103; I: 26; J: -6; K: 0
CCCCCNc1nc2sc3c(c2c(=O)n1-c1cccc(Cl)c1)CCN(C)C3
  A: -5; B: 12; C: 35; D: -5; E: -1; F: 2; G: -4; H: 8; I: -3; J: -3; K: -1
COc1cccc(N=Nc2c(C)[nH]n(-c3ccccc3)c2=O)c1
  A: -5; B: -2; C: -45; D: -263; E: 4; F: -4; G: -15; H: -271; I: 2; J: -2; K: 1
COc1ccccc1NC(=O)CN1CCN(c2ccccc2)CC1
  A: 3; B: -8; C: 10; D: 14; E: 3; F: -1; G: 13; H: 19; I: 14; J: 2; K: 6
O=C(c1ccc(CS(=O)(=O)c2ccc(Br)cc2)o1)N1CCOCC1
  A: -4; B: 1; C: 5; D: 6; E: 4; F: -16; G: -14; H: 4; I: -1; J: 8; K: -11
Cc1cc(C)n(-c2ccc(C(=O)OCC(=O)Nc3cc(Cl)ccc3[N+](=O)[O-])cc2)n1
  A: 2; B: -7; C: -12; D: 24; E: 1; F: -3; G: 21; H: 21; I: -6; J: -5; K: 2
Cc1csc(NC(=O)CSc2nc3sc(C)c(C)c3c(=O)[nH]2)n1
  A: 15; B: 8; C: -23; D: -16; E: 4; F: -14; G: 5; H: -22; I: -9; J: -4; K: 0
COc1ccccc1-c1cnc2c(Nc3cccc(OC(F)(F)C(F)F)c3)nccn12
  A: 18; B: -1; C: 15; D: -75; E: .; F: -13; G: .; H: -123; I: -16; J: -4; K: -6
CCn1nc(CC(C)C)cc1C(=O)N1CCCC(Nc2ccc(F)cc2)C1 (stereo not drawn)
  A: 0; B: 5; C: 5; D: 17; E: .; F: -7; G: 14; H: 4; I: 1; J: -4; K: 4

# Next part
Compound,PDI turbidity,KKLEB cytotox,Shn3 3UTR inh,Peg3 promoter,NR2E3 ag-1,NR2E3 ag-2,TRPM1 prom inh,HIF-2a inh,CF NFkB inh,CaV13 ICDI inh,Vif imaging
Cc1cccc(NC(=O)NCCCCc2ccccc2)c1,2,-4,-1,-58,2,-50,-6,-108,-18,-2,-6
COc1ccccc1CN1CCN(Cc2nc(-c3cccs3)no2)CC1,5,8,-16,-66,-2,-34,-12,-109,-2,3,-6
N=C(N)N1CCc2ccccc21,0,-2,-10,10,1,0,-6,15,3,-4,3
O=C(CN1C(=O)/C(=C/c2ccccc2F)Sc2ccccc21)NCc1cccnc1,-60,-20,18,35,-4,47,11,-4,22,-18,.
COc1ccc(CCNC(=O)C2CCCN2C(=O)Nc2ccccc2)cc1OC (stereo not drawn),3,-5,-16,5,1,-11,11,9,-6,-2,29
Cc1ccc(Nc2nc3ccccc3s2)cc1,6,3,-64,-250,-2,-158,-22,-217,-42,-3,-3
Cn1cc(CNC(=O)c2cc(-c3ccccc3)nc3ccc(Br)cc23)cn1,-12,-11,50,-40,16,-17,-3,-20,4,-8,-9
N=c1c(C(=O)NCc2ccco2)cc2c(=O)n3ccccc3nc2n1CC1CCCO1 (stereo not drawn),-8,-7,-10,-3,-4,-32,-2,4,0,2,.
COCc1ccccc1C1=CC(=O)C[C@H](c2ccc(F)cc2)C1,0,-3,9,17,1,-10,0,-2,-3,-6,.
CN(C)c1cccc2c1c(NC(=O)Nc1ccc(F)cc1F)nn2C,3,0,21,-1,-4,-27,4,5,-11,-5,-5
Cn1cnnc1SCC(=O)c1cc2ccccc2oc1=O,4,8,17,9,3,-24,18,-13,7,-8,-4
CCOc1ccccc1NC(=O)Cn1nnc(C(=O)NCc2ccco2)c1N,2,-15,.,-2,5,-17,40,30,36,.,.
Cc1ccccc1N1C(=O)Cc2ccccc2C1=O,2,1,8,-2,1,-29,0,15,10,-3,0
COc1cc(C(c2nnnn2C2CCCC2)N2CCc3ccccc3C2)ccc1O (stereo not drawn),8,0,4,-2,1,-34,-2,19,14,.,-2
Cc1cc(N2C(=O)c3ccccc3C2=O)n(C)n1,-3,-7,-12,5,1,0,11,21,14,-5,4
COc1cc(/C=C2\Oc3cc(O)ccc3C2=O)ccc1O,.,9,-50,-276,0,-78,-76,-278,-8,.,?
CC(=O)N1c2ccc(S(=O)(=O)N3CCC(C(=O)N4CCCC(C)C4)CC3)cc2CC1C (stereo not drawn),4,-5,76,6,-2,40,12,7,18,-7,-3

# Copied from the results shown (nine entries):
Compound,PDI turbidity,KKLEB cytotox,Shn3 3UTR inh,Peg3 promoter,NR2E3 ag-1,NR2E3 ag-2,TRPM1 prom inh,HIF-2a inh,CF NFkB inh,CaV13 ICDI inh,Vif imaging
COCc1ccccc1C1=CC(=O)C[C@H](c2ccc(F)cc2)C1,0,-3,9,17,1,-10,0,-2,-3,-6,.
CN(C)c1cccc2c1c(NC(=O)Nc1ccc(F)cc1F)nn2C,3,0,21,-1,-4,-27,4,5,-11,-5,-5
Cn1cnnc1SCC(=O)c1cc2ccccc2oc1=O,4,8,17,9,3,-24,18,-13,7,-8,-4
CCOc1ccccc1NC(=O)Cn1nnc(C(=O)NCc2ccco2)c1N,2,-15,.,-2,5,-17,40,30,36,.,.
Cc1ccccc1N1C(=O)Cc2ccccc2C1=O,2,1,8,-2,1,-29,0,15,10,-3,0
COc1cc(C(c2nnnn2C2CCCC2)N2CCc3ccccc3C2)ccc1O (stereo not drawn),8,0,4,-2,1,-34,-2,19,14,.,-2
Cc1cc(N2C(=O)c3ccccc3C2=O)n(C)n1,-3,-7,-12,5,1,0,11,21,14,-5,4
COc1cc(/C=C2\Oc3cc(O)ccc3C2=O)ccc1O,.,9,-50,-276,0,-78,-76,-278,-8,.,?
CC(=O)N1c2ccc(S(=O)(=O)N3CCC(C(=O)N4CCCC(C)C4)CC3)cc2CC1C (stereo not drawn),4,-5,76,6,-2,40,12,7,18,-7,-3

# Not a hit list; any-hit rate near 3.3%.
